AHR activator = human AHR activation. P35869. AHR-responsive luciferase reporter cells, luminescence. activation, % at 5 µM. 320,000 compounds, 2.5% hits. AID 2796; in the data active = activation above about 47%;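 note: 0% = vehicle wells and 100% = reference agonist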
BCLXL inh = blocks human Bcl-xL binding to Bim BH3 peptide; GST-Bcl-xL / FITC-Bim BH3 peptide fluorescence polarization; Q07817; 320,000 compounds, 0.7% hits; inhibition, % at 10.9 µM; AID 2129;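 active = inhibition above the mean of all tested compounds plus 3 SD, cutoff set per campaign, cut at about 30% in these data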;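 note: 0% = DMSO wells and 100% = unlabeled Bim-BH3 peptide competitor; inhibitors lower millipolarization by displacing the labeled peptide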
Target sequence (Q07817 whole entry, looked up): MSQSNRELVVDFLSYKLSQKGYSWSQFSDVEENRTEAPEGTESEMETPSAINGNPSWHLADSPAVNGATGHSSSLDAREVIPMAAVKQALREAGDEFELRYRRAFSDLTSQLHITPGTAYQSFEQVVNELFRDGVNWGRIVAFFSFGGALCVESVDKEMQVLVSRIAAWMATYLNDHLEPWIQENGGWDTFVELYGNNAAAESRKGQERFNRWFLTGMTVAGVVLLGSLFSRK
Fam108B counter = Fam108B inhibition, counter-screen for RBBP9 inhibitors; 300,000 compounds, 0.33% hits; recombinant Fam108B, FP-Rh probe fluorescence polarization; inhibition, % at 9.51 µM;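 active = inhibition above the screen mean inhibition plus 3 SD, computed separately per campaign, cut at about 18% in these data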;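 note: inhibitors lower polarization as less probe binds the enzyme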
MCL1 BIM primary = disrupts human MCL1 binding to BIM-BH3 peptide; inhibition, % at 10.9 µM; GST-MCL1 / FITC-Bim-BH3 fluorescence polarization; 320,000 compounds, 0.68% hits;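 active = inhibition above the mean inhibition of all tested compounds plus 3 SD, set per campaign, cut at about 40% in these data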;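 note: 0% = DMSO wells and 100% = unlabeled Bim-BH3 peptide control; higher means more loss of mP so more displacement of Bim peptide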
Target sequence (Q07820 whole entry, looked up): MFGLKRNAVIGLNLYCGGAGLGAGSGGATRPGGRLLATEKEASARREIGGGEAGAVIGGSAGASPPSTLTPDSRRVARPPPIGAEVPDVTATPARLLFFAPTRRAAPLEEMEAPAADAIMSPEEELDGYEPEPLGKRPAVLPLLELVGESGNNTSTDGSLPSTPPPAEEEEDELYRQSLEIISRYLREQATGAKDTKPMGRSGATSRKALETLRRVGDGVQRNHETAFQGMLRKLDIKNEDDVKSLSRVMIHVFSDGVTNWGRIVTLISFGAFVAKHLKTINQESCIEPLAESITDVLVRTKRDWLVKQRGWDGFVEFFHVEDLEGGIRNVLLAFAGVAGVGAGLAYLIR
GLD-1 RNA inh = GLD-1-TGE RNA interaction inhibition (C. elegans); Q17339; purified GLD-1 + fluorescein TGE RNA, fluorescence polarization; inhibition, % at 5.96 µM; 320,000 compounds, 0.44% hits;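 active = percent inhibition above a per-plate cutoff, the plate mean of test compounds plus 3 SD, cut at about 30% in these data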;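 note: 0% = DMSO wells with GLD-1 and probe and 100% = wells lacking GLD-1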
PME-1 inh = PME-1 (human) inhibition | Q9Y570 | 320,000 compounds, 0.53% hits | recombinant PME-1, FP-Rh probe fluorescence polarization | inhibition, % at 5.9 µM;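 active = inhibition above the campaign mean of all compounds plus 3 SD, cut at about 26% in these data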;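 note: competitive labeling of PME-1 active site by serine hydrolase directed probe; 0% = PME-1 with DMSO and 100% = wells lacking PME-1 enzyme; inhibitors block probe labeling so polarization falls and inhibition rises; many of its hits are not listed in these tables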
Target sequence (Q9Y570 whole entry, looked up): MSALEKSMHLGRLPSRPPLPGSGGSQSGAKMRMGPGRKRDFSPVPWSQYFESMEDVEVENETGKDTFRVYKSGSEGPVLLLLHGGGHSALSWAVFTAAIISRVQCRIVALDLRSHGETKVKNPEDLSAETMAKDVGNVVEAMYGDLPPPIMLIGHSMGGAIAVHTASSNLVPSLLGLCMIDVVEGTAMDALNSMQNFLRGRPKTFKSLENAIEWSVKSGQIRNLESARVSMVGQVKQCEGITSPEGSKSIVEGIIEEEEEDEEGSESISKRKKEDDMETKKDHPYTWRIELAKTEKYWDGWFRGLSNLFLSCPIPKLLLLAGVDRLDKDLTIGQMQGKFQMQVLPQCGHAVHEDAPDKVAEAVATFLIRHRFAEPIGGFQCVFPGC
PAFAH1B2 inh = blocks human PAF acetylhydrolase 1b catalytic subunit 2; recombinant PAFAH1B2, FP-rhodamine activity probe, fluorescence polarization; inhibition, % at 3.39 µM; 340,000 compounds, 1.2% hits; AID 492953;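 active = inhibition above the mean of all tested compounds plus 3 SD, cut at about 24% in these data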;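 note: 0% = enzyme with DMSO and 100% = wells lacking PAFAH1B2; many of its hits are not listed in these tables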
MEX-5 binding = C. elegans MEX-5 TCR-2 RNA binding activity | Q9XUB2 | MEX-5/FITC-TCR2 RNA binding, fluorescence polarization; active compounds read low | AID 1832 | 300,000 compounds, 0.38% hits | activity score (negative = inhibition of binding), % at 10 µM;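 active = inhibition past about -25% in most replicates, and total fluorescence under double the plate's negative control median, limit read from the data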;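 note: 0% = DMSO and -100% = 5 µM competing unlabeled TCR2 RNA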
pPAFAH FP inh = pPAFAH (human) enzyme inhibition | Q13093 | recombinant pPAFAH, FP-rhodamine probe fluorescence polarization | inhibition, % at 3.39 µM | 330,000 compounds, 1.5% hits | AID 463082;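 active = inhibition above the mean inhibition across the screen plus 3 SD, cut at about 25% in these data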;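 note: inhibitors block binding of the rhodamine activity-based probe so polarization drops; 0% = enzyme with DMSO and 100% = wells lacking pPAFAH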
* hit, by the source's call; / = no result given; + = active, no number. Some of the compounds tested (hit frequency here may not be typical).

molecule	AHR activator	BCLXL inh	Fam108B counter	MCL1 BIM primary	GLD-1 RNA inh	PME-1 inh	PAFAH1B2 inh	MEX-5 binding	pPAFAH FP inh
Cc1cc(OCC(=O)N[C@@H](Cc2c[nH]c3ccccc23)C(=O)O)c2c(C)c(C)c(=O)oc2c1	6	3	1	1	-2	2	17	0.1	8
COC(=O)c1cc(Cl)c(NC(=O)/C=C/c2ccc(OC)c(OC)c2)cc1OC	-2	2	-3	5	9	-10	3	-4.1	-2
COc1ccc(N2C(=O)C(Cl)=C(Nc3ccccc3OC)C2=O)cc1	-3	3	-2	2	6	-2	6	0.3	8
COC(=O)CCC(=O)OC1(C)C(=O)C2=CN(CC(C)C)C(c3ccc(OC)cc3)=CC2=C(Br)C1=O (configuration not stated)	-1	43*	1	46*	15	5	/	-17	16
Cc1cc(C)n(S(=O)(=O)c2ccc3oc(=O)ccc3c2)n1	1	5	-4	2	3	5	4	3.5	7
CC(C)C[C@@H](N)c1nnc(SCC(=O)c2ccc(Cl)cc2)o1	-6	1	0	-1	1	-3	3	-0.7	4
CCCNC(=O)c1sc2c(c1C(=O)Nc1ccccn1)CCCC2	13	3	-3	8	0	0	4	1.2	0
COc1cccc(CNC(=O)c2ccc(NC3=NC4CS(=O)(=O)CC4S3)cc2)c1 (configuration not stated)	1	6	-1	7	-1	3	2	-0.4	11
Cc1c(CNCc2cccs2)c(C(=O)O)c(C)n1Cc1ccccc1	-1	7	8	10	4	-6	8	-0.2	-5
COc1cccc(OC)c1NC(=O)Cc1nn(C)c(=O)c2ccccc12	4	-1	1	-3	6	0	2	-1.1	-8
COc1ccccc1-c1nn2c(-c3ccco3)nnc2s1	-2	5	4	15	-5	5	5	-7.6	6
CCC1(CC)C(=O)NN(c2ccccc2)C1=O	-3	4	-5	4	1	1	7	2.1	0
COCCOC(=O)C1=C(C)NC(=O)NC1c1ccc(-c2cc(Cl)ccc2Cl)o1 (configuration not stated)	2	-1	-1	-1	2	2	/	-3.8	4
COc1ccccc1-c1nc(SCC(=O)NCC2CCCO2)c2c(=O)n(C)c(=O)n(C)c2n1 (configuration not stated)	5	0	-3	6	4	-1	/	0.2	2
O=C(CN(Cc1ccccc1Cl)C(=O)c1csnn1)NCCc1ccccc1	3	10	-2	11	-8	2	5	0.7	4
NC(=O)c1ccc[n+](CC(=O)OCCC23CC4CC(CC(C4)C2)C3)c1	2	-1	-4	-5	12	-3	26*	-0.8	-3
Nc1ccccc1NC(=O)CCn1c(=S)[nH]c2ccccc2c1=O	0	1	1	3	-1	-8	4	1.4	2
NC(=O)c1nsc(C(=O)N(c2cccc(F)c2)C(C(=O)NCC2CCCO2)c2ccc3ncccc3c2)c1N (configuration not stated)	2	-1	-1	2	4	-2	2	-0.7	4
Cc1noc(C)c1S(=O)(=O)N(C)C[C@H]1Oc2c(NC(=O)Nc3ccccc3)cccc2C(=O)N([C@H](C)CO)C[C@@H]1C	-2	/	/	/	7	/	2	/	6
c1ccc2[nH]c(CSc3nc4ccccc4o3)nc2c1	18	-6	-2	2	1	-8	8	-1.6	-1
CCOC(=O)C1CCN(C(=O)COc2ccc([N+](=O)[O-])cc2)CC1	2	1	3	-13	-12	-4	1	0.0	4
CCN(CC)C(=S)SC1=CCS(=O)(=O)C1	-2	9	5	6	1	-3	/	-0.1	2
CC(=O)Nc1nnc(CSCc2ccccc2F)s1	6	4	-5	0	3	-2	5	/	-5
Cc1ccccc1/C=N/n1c(C2CCCCC2)n[nH]c1=S	0	-5	-4	-24	3	-2	2	1.9	10
O=C(N/N=C/C(Br)=C\c1ccccc1)c1n[nH]c2c1CCC2	39	-1	-5	-11	3	-9	-2	-0.1	3
CCOC(=O)c1ccc(NC(=S)NCCc2ccc(OC)c(OC)c2)cc1	-2	10	-3	15	-2	-10	3	2.1	2
COc1ccc(CN(CC(=O)NCc2ccc(F)cc2)C(=O)CCC(=O)Nc2cc(C)ccn2)cc1	3	4	1	3	-2	3	6	-0.9	13
CCCCn1ccnc1C(=O)c1cc(S(=O)(=O)N2CCOCC2)ccc1C	-2	4	1	1	-1	3	1	1.7	5
O=C(Nc1ccc(S(=O)(=O)NC2=NCCCCC2)cc1)c1ccc(Cl)c([N+](=O)[O-])c1	0	/	/	/	6	/	3	/	5
CCc1c(C(=O)N2CCOCC2)csc1C	-2	4	0	10	4	3	0	2.1	0

Reprinted at random: 4 entries already listed.
molecule	AHR activator	BCLXL inh	Fam108B counter	MCL1 BIM primary	GLD-1 RNA inh	PME-1 inh	PAFAH1B2 inh	MEX-5 binding	pPAFAH FP inh
COc1ccccc1-c1nc(SCC(=O)NCC2CCCO2)c2c(=O)n(C)c(=O)n(C)c2n1 (configuration not stated)	5	0	-3	6	4	-1	/	0.2	2
CCCCn1ccnc1C(=O)c1cc(S(=O)(=O)N2CCOCC2)ccc1C	-2	4	1	1	-1	3	1	1.7	5
COC(=O)CCC(=O)OC1(C)C(=O)C2=CN(CC(C)C)C(c3ccc(OC)cc3)=CC2=C(Br)C1=O (configuration not stated)	-1	43*	1	46*	15	5	/	-17	16
COc1ccc(CN(CC(=O)NCc2ccc(F)cc2)C(=O)CCC(=O)Nc2cc(C)ccn2)cc1	3	4	1	3	-2	3	6	-0.9	13

Next part
Results follow in this order: AHR activator, BCLXL inh, Fam108B counter, MCL1 BIM primary, GLD-1 RNA inh, PME-1 inh, PAFAH1B2 inh, MEX-5 binding, pPAFAH FP inh
O=C(Nc1ccc(S(=O)(=O)N2CCOCC2)cc1)c1ccc(S(=O)(=O)N2CCOCC2)cc1
  0, 4, 4, 8, -2, -11, 2, 1.1, -2
Cn1c(SCc2ccccc2F)nc2ccccc2c1=O
  -2, 2, -1, -2, -1, -1, 0, -0.8, 5
O=C(NCc1ccccc1)C(c1cccnc1)N(C(=O)c1ccccn1)c1ccccc1F (configuration not stated)
  2, -6, -2, -11, 7, 5, 1, 0.6, -7
O=C(COc1ccccc1)NCC(c1ccco1)N1CCN(c2ccccc2F)CC1 (configuration not stated)
  3, 0, -3, 1, -4, 1, 5, 1.1, 4
Cc1nn(-c2ccccc2Cl)c(Cl)c1/C=N/Nc1nc2ccccc2s1
  11, -4, 1, -7, -1, 14, 1, -1.1, 3
O=C(O)C1Cc2ccccc2CN1S(=O)(=O)/C=C/c1ccccc1 (configuration not stated)
  -1, 11, 4, -2, 5, 6, 5, -0.3, 2
CCCOc1ccc(-c2nc(C#N)c(N3CCC(C(N)=O)CC3)o2)cc1
  5, 7, 4, 4, 3, 2, 2, -1.9, 11
COc1ccccc1-c1cc2nc(C)c(CCC(=O)NC(C)CCc3ccco3)c(C)n2n1 (configuration not stated)
  12, 2, 0, 2, -1, -4, 3, 0.5, -11
C/C(CC(=O)Nc1ccc(N(C)C)cc1)=N\NC(=O)c1ccncc1
  10, 4, 4, 4, -4, -4, 14, -5.1, 4
COc1ccc(Nc2nc3ccccc3n2C)cc1
  10, 3, -2, 2, 0, 7, 2, -1.3, 8
COc1cc(Cl)c(C)cc1NC(=O)c1ccccc1NC(=O)CN1CCOCC1
  101*, -1, -3, -2, -6, -3, 4, -0.7, -3
Cc1ccc(OCC(=O)Nc2c[nH]c(=O)[nH]c2=O)cc1C
  -1, -3, 2, -6, -1, -3, 2, 1.6, -2
Cc1cc(/C=C2\Cc3ccccc3C2=O)c(C)n1-c1ccccc1
  27, 11, -1, 21, 13, 1, 2, -0.5, 17
C=CCOc1c(Br)cc(/C=N/Nc2ccc(C(=O)O)cc2)cc1OCC
  -2, 8, 17, 2, -7, 48*, 3, 3.0, 30*
CN(CC(=O)Nc1cccc(F)c1)CC(=O)Nc1cccc(S(N)(=O)=O)c1
  4, 0, -1, 1, 2, -6, 1, -0.5, 2
CC(C)(C)NC(=O)C(c1ccco1)N(Cc1ccc(F)cc1)C(=O)c1snc(C(N)=O)c1N (configuration not stated)
  1, -1, 4, 4, 11, 3, -1, 1.3, 6
CSCCC(NC(=O)c1ccccc1Br)C(=O)NNC(=O)c1csc(N2CCOCC2)n1 (configuration not stated)
  4, 3, 2, 6, 4, -5, 1, 2.3, 0
CN(C)S(=O)(=O)c1ccc(Cl)c(C(=O)NNC(=O)c2ccc3c(c2)OCO3)c1
  2, 3, /, 3, 0, -1, -3, /, 1
C=CCNC(=O)/C(C#N)=C/c1cn(-c2ccccc2)nc1-c1cccs1
  10, 5, 1, 0, 3, -2, -1, 0.4, -2
CC1=CC(=C2C(=O)c3ccccc3C2=O)C=C(C)N1Cc1ccco1
  11, 8, -1, 14, -2, -5, -2, -2.4, 3

Record cards, from the list above. Order of values: AHR activator, BCLXL inh, Fam108B counter, MCL1 BIM primary, GLD-1 RNA inh, PME-1 inh, PAFAH1B2 inh, MEX-5 binding, pPAFAH FP inh
O=C(NCc1ccccc1)C(c1cccnc1)N(C(=O)c1ccccn1)c1ccccc1F (configuration not stated) across the screens: 2, -6, -2, -11, 7, 5, 1, 0.6, -7
CC(C)(C)NC(=O)C(c1ccco1)N(Cc1ccc(F)cc1)C(=O)c1snc(C(N)=O)c1N (configuration not stated) across the screens: 1, -1, 4, 4, 11, 3, -1, 1.3, 6

New compounds follow
Results follow in this order: AHR activator, BCLXL inh, Fam108B counter, MCL1 BIM primary, GLD-1 RNA inh, PME-1 inh, PAFAH1B2 inh, MEX-5 binding, pPAFAH FP inh
Clc1ccc(C2=CC(c3ccco3)n3ncnc3N2)cc1 (configuration not stated)
  71*, 189*, -2, +, 141*, -7, -1, -91*, 5
Cc1cccc(C)c1NC(=O)NN(C(=O)c1ccccc1)C(C)(C)C
  0, -1, 2, -5, 0, 2, 2, -1.9, 4
Nc1ccc2c(c1)COC2=O
  2, 3, -1, 4, 5, -2, 1, -0.4, 3
CCC(=O)Nc1ccc(C(=O)c2ccccc2)cc1
  -3, 1, -1, 4, -7, 2, -5, -1.8, 3
